Source: PubChem BioAssay
MrgX1 antag = human MrgX1 receptor antagonism, primary screen | AID 588676 | Q96LB2 | MRGX1-HEK293 calcium flux, Fluo-4, BAM8-22 antagonism; active compounds read low | 1.3% of 310,000 active | B-score at 10 µM;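 active = calcium-response B-score plate-corrected more than 3 library SD below zero, starting fluorescence within 5 deviations, no agonist response on first addition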;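 also: peak minus trough fluorescence over baseline after final BAM8-22 challenge near maximal dose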
TRPC6 inh = mouse TRPC6 channel inhibition; 1.1% of 310,000 active; HEK293-TRPC6, membrane potential dye, ACh-evoked depolarization; active compounds read low; B-score at 10 µM; Q61143;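 active = B-score under library mean minus 3 SD, initial fluorescence not abnormally high, positive integrated signal ratio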;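 also: B-score derived from integrated fluorescence ratio over the kinetic read; more negative B-score means stronger inhibition of depolarization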
Target sequence (Q61143 whole entry, looked up): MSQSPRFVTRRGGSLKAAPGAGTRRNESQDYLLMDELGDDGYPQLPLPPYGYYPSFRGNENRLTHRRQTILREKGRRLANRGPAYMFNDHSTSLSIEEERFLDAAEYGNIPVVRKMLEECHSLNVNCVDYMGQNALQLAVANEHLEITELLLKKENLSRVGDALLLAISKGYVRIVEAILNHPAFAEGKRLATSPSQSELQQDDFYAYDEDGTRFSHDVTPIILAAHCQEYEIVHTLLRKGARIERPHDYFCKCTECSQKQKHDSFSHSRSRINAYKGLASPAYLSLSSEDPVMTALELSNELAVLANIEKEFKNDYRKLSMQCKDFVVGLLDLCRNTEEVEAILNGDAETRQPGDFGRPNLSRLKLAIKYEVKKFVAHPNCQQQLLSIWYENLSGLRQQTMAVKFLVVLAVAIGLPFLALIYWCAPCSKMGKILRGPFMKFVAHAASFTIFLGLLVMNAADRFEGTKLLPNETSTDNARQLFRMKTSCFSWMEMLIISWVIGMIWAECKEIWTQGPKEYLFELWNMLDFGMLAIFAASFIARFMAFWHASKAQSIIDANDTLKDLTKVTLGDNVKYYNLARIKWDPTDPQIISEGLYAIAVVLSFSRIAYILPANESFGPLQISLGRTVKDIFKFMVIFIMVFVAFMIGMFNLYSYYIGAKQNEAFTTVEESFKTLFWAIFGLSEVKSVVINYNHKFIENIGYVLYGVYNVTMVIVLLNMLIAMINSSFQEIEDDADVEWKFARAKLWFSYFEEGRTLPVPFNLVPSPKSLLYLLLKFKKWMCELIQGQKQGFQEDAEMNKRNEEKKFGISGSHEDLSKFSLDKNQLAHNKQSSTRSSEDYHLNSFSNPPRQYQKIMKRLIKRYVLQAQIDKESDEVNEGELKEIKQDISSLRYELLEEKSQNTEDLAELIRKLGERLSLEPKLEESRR
RGS4 inh = inhibitors of human RGS4 | HEK293 M3R/RGS4 inducible, Fluo-4 calcium flux; active compounds read high; triggered by carbachol at its EC20 | B-score at 10 µM | 0.45% of 310,000 active | AID 463165;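 active = B-score, a plate-corrected calcium signal, over three deviations above library mean, with baseline fluorescence within five deviations of library mean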;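 also: RGS4 expression induced by doxycycline in cells with stable M3 receptor; B-score is computed from the integrated fluorescence ratio over baseline after carbachol; higher B-score means a larger calcium signal and so more RGS4 inhibition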
Target sequence (P49798 whole entry, looked up): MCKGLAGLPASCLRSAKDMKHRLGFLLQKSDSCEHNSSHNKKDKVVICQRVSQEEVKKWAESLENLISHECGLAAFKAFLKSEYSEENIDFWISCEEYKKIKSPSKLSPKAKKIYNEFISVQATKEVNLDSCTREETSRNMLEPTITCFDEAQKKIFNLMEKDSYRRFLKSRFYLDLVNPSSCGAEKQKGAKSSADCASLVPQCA
TRPC6 activator = mouse TRPC6 channel activation. Q61143. HEK293-TRPC6 membrane potential dye fluorescence; active compounds read high. B-score at 10 µM. 0.13% of 310,000 active;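 active = B-score of the integrated fluorescence ratio above library mean plus 3 SD, and starting fluorescence ratio within library mean plus 5 SD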;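 also: higher score means more depolarization so channel activation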
TMEM16A inh = inhibitors of mouse TMEM16A calcium-activated chloride channel | 1.2% of 310,000 active | Q8BHY3 | normalized B-score (activity score, 25-100; higher = stronger inhibition) at 10 µM | HEK293 TMEM16A/YFP iodide influx fluorescence, ionomycin;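 active = ratio plate-corrected score three or more library SD toward inhibition, starting fluorescence score within five deviations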;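 also: score derived from kinetic fluorescence span divided by baseline fluorescence per well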
MrgX1 agonist = agonists of human MrgX1 receptor | Q96LB2 | MrgX1-HEK293 cells, Fluo-4 calcium fluorescence, agonist mode; active compounds read high | B-score at 10 µM | 0.44% of 310,000 active | AID 588627;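 active = calcium response B-score plate-corrected fluorescence ratio at least 3 library SD, with starting fluorescence B-score inside 5 SD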
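System: HEK293 cells stably expressing human MrgX1 receptor; Dosing: test compound in the initial addition of three; Schedule: overnight plating, then 30 min 37 °C plus 30 min room-temperature dye loading; Detection: kinetic calcium dye fluorescence, Fluo-4 NW; Controls: per-plate positive and negative controls for Z′ factor.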
TRPC4 act = TRPC4 (mouse) channel activation. AID 2237. Q9QUQ5. 0.49% of 310,000 active. HEK293 TRPC4beta/mu-opioid, Fluo4 calcium fluorescence; active compounds read high. B-score at 10 µM;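 active = B-score above 5 SD of library B-scores, and initial fluorescence ratio not above library mean plus 5 SD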;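 also: positive B-score marks a calcium rise read as TRPC4 activation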
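Test system: HEK293 cells stably co-expressing mouse TRPC4beta and mu-opioid receptor | Schedule: Fluo4 dye loading 45 min at room temperature, 110 s recording | Measured by: Kinetic Fluo4 calcium fluorescence, 5 s baseline at 1 Hz | Evaluation: B score of integrated ratio | Controls: Buffer (low) and maximal DAMGO (high)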
TRPC4 block = inhibitors of mouse TRPC4 channel; Q9QUQ5; HEK293 TRPC4beta/mu-opioid, DAMGO-evoked Fluo4 calcium flux; active compounds read low; B-score at 10 µM; 0.39% of 300,000 active;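 active = B-score over 3 SD under the library average, no early fluorescence shift, positive overall ratio signal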
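Assay system: Stable TRPC4beta/mu-opioid receptor HEK293 cells | Reagent: DAMGO in two steps, submaximal then maximal | Compound dosing: Single concentration per test compound | Signal: Fluo4 Ca2+ flux fluorescence | Evaluation: Per-well B score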
MrgX1 PAM = allosterically activates human MrgX1 receptor signaling; Q96LB2; MrgX1-HEK293, Fluo-4 calcium flux, FDSS; active compounds read high; B-score at 10 µM; 0.63% of 310,000 active; AID 588675;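 active = plate-corrected calcium response at least 3 library SD above typical, normal starting fluorescence, not activating the receptor alone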;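 also: compound read alongside a low EC10 to EC30 dose of BAM8-22 agonist; peak minus trough fluorescence over baseline measured at the second addition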
TRPC4 potent = TRPC4 (mouse) allosteric potentiation; Q9QUQ5; HEK293 TRPC4beta/mu-opioid, DAMGO EC20, Fluo-4 Ca2+ flux; active compounds read high; B-score at 10 µM; 0.42% of 310,000 active; AID 2227;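 active = B-score of calcium response area above 5 SD of library B-scores, with initial fluorescence ratio within 5 SD of library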;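 also: B-score of integrated fluorescence ratio over time as area under calcium response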
TMEM16A act = mouse TMEM16A channel activation, primary screen; HEK293 TMEM16A/YFP-H148Q/I152L, iodide quench fluorescence; active compounds read low; AID 623877; B-score at 10 µM; Q8BHY3; 0.3% of 340,000 active;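 active = fluorescence-ratio B-score plate-corrected deviation score at least 3 library SD below zero, with starting fluorescence score within 5 deviations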;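 also: channel opened by trigger with iodide after compound preincubation; score built on the fluorescence ratio of max minus min over baseline; more negative score means more quench and so TMEM16A activation or potentiation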
The depositor's hits bear a star; i = inactive; nt = no result given.

SMILES	MrgX1 antag	TRPC6 inh	RGS4 inh	TRPC6 activator	TMEM16A inh	MrgX1 agonist	TRPC4 act	TRPC4 block	MrgX1 PAM	TRPC4 potent	TMEM16A act
Cc1ccc(S(=O)(=O)N[C@H](C(=O)OCC(=O)N2N=C(c3ccc(Cl)cc3)CC2c2ccco2)C(C)C)cc1 (some centres not stated)	i	i	i	i	i	i	i	i	i	i	i
COc1ccc(C(=O)N2CCN=C2SC)cc1OC	i	i	i	i	i	i	i	i	i	i	i
CCOC(=O)c1ccc(S(=O)(=O)N2CCN(S(=O)(=O)CC)CC2)cc1	i	i	i	i	i	i	i	i	i	i	i
C=CCNC(=O)c1ccc(Sc2ccccc2)c([N+](=O)[O-])c1	i	i	i	i	i	i	i	i	i	i	i
O=C(c1ccc(Br)o1)N1CCN=C1SCc1cccc(F)c1	i	i	i	i	i	i	i	i	i	i	i
Cc1cccc(Nc2nnc(SCC(=O)NC3CCCc4ccccc43)s2)c1 (configuration not stated)	i	i	i	i	i	i	i	i	i	i	i
CC(C)CN(CCNC(=O)c1cn(C)c2ccc(S(=O)(=O)N3CCCC3)cc2c1=O)CC(C)C	i	i	i	i	i	i	i	i	i	i	i
C/C(=N/NC(=O)CNC(=O)C(c1ccccc1)c1ccccc1)c1ccco1	i	i	i	i	i	i	i	i	i	i	i
O=C(Nc1ccc(Cl)cc1)N1CCN(c2ncccn2)CC1	i	i	i	i	i	i	i	i	i	i	i
Cc1ccc(Oc2ccc(C(=O)NCc3ccncc3)cc2)cc1	nt	i	i	i	nt	nt	i	i	nt	i	i
CC1Cc2ccccc2N1C(=O)c1nn(C)cc1Br (configuration not stated)	i	i	i	i	i	i	i	i	i	i	i
COc1ccc(/C=C/CN2CCN(Cc3cccc(OC)c3)C(CCO)C2)cc1 (configuration not stated)	i	i	i	i	i	i	i	i	i	i	i
Cc1cccc2sc(NC(=O)C3CSC4(C)CCC(=O)N34)nc12 (configuration not stated)	i	i	i	i	i	i	i	i	i	i	i
CCCCNC(=O)CSc1nc(CCC)nc2ccccc12	i	i	i	i	i	i	i	i	i	i	i
Cc1oc2c(C)c3oc(=O)c(CCC(=O)NCCCn4ccnc4)c(C)c3cc2c1C	i	i	i	i	i	i	i	i	i	i	i

Given with values under each structure: entries from further up.
Screens in order – MrgX1 antag	TRPC6 inh	RGS4 inh	TRPC6 activator	TMEM16A inh	MrgX1 agonist	TRPC4 act	TRPC4 block	MrgX1 PAM	TRPC4 potent	TMEM16A act
COc1ccc(C(=O)N2CCN=C2SC)cc1OC
→ i	i	i	i	i	i	i	i	i	i	i
CCOC(=O)c1ccc(S(=O)(=O)N2CCN(S(=O)(=O)CC)CC2)cc1
→ i	i	i	i	i	i	i	i	i	i	i

Additional results follow:
SMILES	MrgX1 antag	TRPC6 inh	RGS4 inh	TRPC6 activator	TMEM16A inh	MrgX1 agonist	TRPC4 act	TRPC4 block	MrgX1 PAM	TRPC4 potent	TMEM16A act
CCOC(=O)Cn1ccc(NC(=O)COc2ccc(F)cc2F)n1	i	i	i	i	i	i	i	i	i	i	i
CC(=O)c1ccc(NC(=O)NC2CC(=O)N(c3ccc4c(c3)OCCO4)C2)cc1 (configuration not stated)	i	i	i	i	i	i	i	i	i	i	i
Cc1[nH]n(-c2ccccc2)c(=O)c1C1(C(F)(F)F)C(=O)N(c2ccc(F)cc2)C2=C1C(=O)CC(C)(C)C2 (configuration not stated)	i	i	i	i	i	i	i	i	i	i	i
COc1cc(NC(C)CCCN)c2ncccc2c1Oc1ccccc1 (configuration not stated)	i	i	i	i	i	i	83*	i	i	i	i
O=C(Nc1nc2ccc(F)cc2s1)c1ccc(N2CCCC2=O)cc1	i	i	i	i	i	i	i	i	i	i	i
CC(C)C(NC(=O)/C=C/c1cccc([N+](=O)[O-])c1)C(C)C	i	i	i	i	i	i	i	i	i	i	i
O=C(Cc1ccc(Cl)cc1)Nc1cc(S(=O)(=O)N2CCOCC2)ccc1N1CCCC1	i	i	i	i	i	i	i	i	i	i	i
CCS(=O)(=O)Nc1cc2c3c(c1)CCC(=O)N3CCC2	i	i	i	i	i	i	i	i	i	i	i
CCOc1ccc(OCCSc2nnnn2-c2ccccc2)cc1	i	i	i	i	i	i	i	i	i	i	i
O=C1C2C3CCC(O3)C2C(=O)N1c1cccc(O)c1 (configuration not stated)	i	i	i	i	i	i	i	i	i	i	i
Cc1cc(=O)oc2cc(NC(=O)c3cc([N+](=O)[O-])ccc3N3CCOCC3)ccc12	i	i	i	i	i	i	i	i	i	i	i
Cc1ccc(CNC(=O)C2CCCN(S(=O)(=O)c3cccnc3)C2)cc1 (configuration not stated)	i	i	i	i	i	i	i	i	i	i	i
Cc1c2ccccc2cc(Cc2ccccc2)[n+]1C	i	i	i	i	i	i	i	i	i	i	i
Cc1ccc(N2C(=O)N(CC(=O)Nc3c(C)cc(C)cc3Cl)C(=O)C2C)cc1 (configuration not stated)	i	i	i	i	i	i	i	i	i	i	i
CCN(CC)S(=O)(=O)c1cc(C(=O)NCCN2CCOCC2)ccc1Cl	i	i	i	i	i	i	i	i	i	i	i
COc1ccc(CN2CCN(Cc3ccc4cc(F)ccc4n3)CC2CCO)c(C)c1C (configuration not stated)	i	i	i	i	i	i	i	i	i	i	i
Cc1cc(N2CCCC2)ccc1NC(=O)CN1C(=O)NC2(CCCCC2)C1=O	i	i	i	i	i	i	i	i	i	i	i
Cc1ccc(-n2nc3c(=O)n(CC(=O)NC(C)CCc4ccccc4)nc(C)c3c2C)cc1 (configuration not stated)	i	i	i	i	i	i	i	i	i	i	i
O=[N+]([O-])c1ccc(N=Nc2ncc[nH]2)cc1	i	i	i	i	i	i	i	i	i	i	i
CSc1nc(C)cc(SCC(=O)N/N=C/c2ccccc2)n1	i	i	i	i	i	i	i	i	i	i	i
COCCn1c(C)cc(C(=O)CSc2cc(C)c3ccc(OC)cc3n2)c1C	i	i	i	i	i	i	i	i	i	i	i
CSc1cc(C)[nH]c(=O)n1	i	i	i	i	i	i	i	i	i	i	i
O=c1c2c(nc3cc(-c4ccccc4Cl)[nH]n13)CCS2	i	i	i	i	i	i	i	i	i	i	i
O=C(c1cn(-c2ccccc2)nc1-c1cc2ccccc2oc1=O)N1CCOCC1	i	i	i	i	i	i	i	i	i	i	i
O=C(CCS(=O)(=O)Cc1ccccc1)NCC1CCCO1 (configuration not stated)	i	i	i	i	i	i	i	i	i	i	i
Cc1nc2cccc(C(=O)NC3CCCCC3)c2o1	i	i	i	i	i	i	i	i	i	i	i
O=C(NCc1ccccc1)C1CCCN1C(=O)Nc1ccccc1[N+](=O)[O-] (configuration not stated)	i	i	i	i	i	i	i	i	i	i	i
Cc1cccc(NC(=O)Cc2noc3ccccc23)c1C	i	i	i	i	i	i	i	i	i	i	i
CC(C)=C1C2CCC1C1C(=O)N(c3nc(-c4ccccc4)c(C)s3)C(=O)C21 (configuration not stated)	i	i	i	i	i	i	i	i	i	i	i
COc1ccc(NC(=O)O/N=C/c2ccc(N(C)C)cc2)cc1	i	i	i	i	i	i	i	i	i	i	i
O=C1c2ccccc2C(=O)c2c1cccc2N1CCN(CCO)CC1	i	-11.5*	i	i	i	i	i	i	i	i	i
COc1ccc(-n2nnnc2SCC(=O)c2cc3ccccc3o2)cc1	i	i	i	i	i	i	i	i	i	i	i
CCNC(=O)CC1C(=O)N(c2ccc(C)cc2)C(=O)N1CCc1sccc1C (configuration not stated)	i	i	i	i	i	i	i	i	i	i	i
Nc1c(O)ccc2c1C(=O)c1ccccc1C2=O	i	i	i	i	i	i	i	i	i	i	nt
CC(CNC(=O)CCc1nnc2ccc(N3CCC4(CC3)OCCO4)nn12)c1ccccc1 (configuration not stated)	i	i	i	i	i	i	i	i	i	i	i
CCOc1cc(CNC2CCCC2)ccc1OCc1ccccc1Cl	i	i	i	i	i	i	i	i	i	i	i
CN(C)S(=O)(=O)c1ccc(N2CCCC2)c(C(=O)NCC2CCCO2)c1 (configuration not stated)	i	i	i	i	i	i	i	i	i	i	i
CC1=NN(C(N)=S)C(=O)C1N=Nc1ccc([N+](=O)[O-])cc1 (configuration not stated)	i	i	i	i	i	i	i	i	i	i	i
CC(=O)Nc1ccc2oc(-c3ccccc3)nc2c1	i	i	i	i	i	i	i	i	i	i	i
Cc1ccc(-c2noc(CCC(=O)Nc3cccc(C#N)c3)n2)cc1	i	i	i	i	i	i	i	i	i	i	i
C#Cc1ccc([C@H]2C=C(C(=O)O)O[C@@H](OCc3ccc(CO)cc3)C2)cc1	i	i	i	i	i	i	i	i	i	i	i
CCOC(=O)C1=C(COC(=O)CNC(=O)c2cc(OC)c(OC)c(OC)c2)NC(=O)NC1C (configuration not stated)	i	i	i	i	i	i	i	i	i	i	i
O=C(CONS(=O)(=O)c1ccc(Cl)cc1)NCCNc1ncc(C(F)(F)F)cc1Cl	i	i	i	i	i	i	i	i	i	i	i
CC1CCN(c2c(NCc3ccc(C(=O)N(C)C4CCCCC4)cc3)c(=O)c2=O)CC1	i	i	i	i	i	i	i	i	i	i	i
Cc1[nH]nc2nc3c(c(OC(=O)c4ccccc4)c12)c(=O)n(C)c(=O)n3C	i	i	i	i	i	i	i	i	i	i	nt
CCc1noc(C)c1C(=O)N(CCC(C)C)c1c(N)n(Cc2ccccc2)c(=O)[nH]c1=O	i	i	i	i	i	i	i	i	i	i	i
C=CCNc1nc2ccccc2nc1NS(=O)(=O)c1ccc(F)cc1	i	i	i	i	i	i	i	i	i	i	i
Cc1csc(Cn2c(CN(C)C)nc3ccccc3c2=O)n1	i	i	i	i	i	i	i	i	i	i	i
O=C(CCn1ccc2cc(S(=O)(=O)N3CCCC3)ccc21)NCCc1ccccc1	i	i	i	i	i	i	i	i	i	i	i
COc1ccc(C(=O)Oc2coc(CSc3nnc(NC(=O)c4cccs4)s3)cc2=O)cc1	i	i	i	i	i	i	i	i	i	i	i
CC(C)CCN1CCN(Cc2coc3ccccc3c2=O)CC1CCO (configuration not stated)	i	i	i	i	i	i	i	i	i	i	i
C/C(=N\NC(=O)Cc1csc(N2CCOCC2)n1)c1ccccc1	i	i	i	i	i	i	i	i	i	i	i
COCCCNC(=O)CCc1nnc(Cc2ccc(-c3ccccc3)cc2)o1	i	i	i	i	i	i	i	i	i	i	i
